GLS inh: glutaminase GLS (human) inhibition | GLS enzymatic activity, qHTS titration | Potency, µM (doses to about 45.5 µM), inactives show at the highest dose activity change, negative = inhibition, actives largely listed as inhibitors | 410,000 compounds, 0.21% hits; further: potency means the concentration at half of the fitted maximal effect; on the % scale 0 is the no-effect control and ±100 the full control effect
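Assay buffer: 45 mM KH2PO4 pH 8.2, 0.02% Tween-20. hKGA acts on L-glutamine (1 mM solution added); product glutamate is reported by an oxidase/peroxidase Amplex Red coupling, with fluorescence taken at baseline and 30 min.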
JMJD2A Tudor: inhibitors of human JMJD2A Tudor domain; O75164; AlphaScreen JMJD2A-Tudor / H3K4me3 peptide binding; Potency, µM (titrated, usually from 114 µM), inactives show top-dose activity change, negative = inhibition, actives largely listed as inhibitors; 390,000 compounds, 4.4% hits; AID 504339; further: potency means the concentration at half of the fitted maximal effect; on the % scale 0 is the no-effect control and ±100 the full control effect; nearly all actives have a fitted effect of over 50% in size
Target sequence (O75164 whole entry, looked up, the tested form may be a part): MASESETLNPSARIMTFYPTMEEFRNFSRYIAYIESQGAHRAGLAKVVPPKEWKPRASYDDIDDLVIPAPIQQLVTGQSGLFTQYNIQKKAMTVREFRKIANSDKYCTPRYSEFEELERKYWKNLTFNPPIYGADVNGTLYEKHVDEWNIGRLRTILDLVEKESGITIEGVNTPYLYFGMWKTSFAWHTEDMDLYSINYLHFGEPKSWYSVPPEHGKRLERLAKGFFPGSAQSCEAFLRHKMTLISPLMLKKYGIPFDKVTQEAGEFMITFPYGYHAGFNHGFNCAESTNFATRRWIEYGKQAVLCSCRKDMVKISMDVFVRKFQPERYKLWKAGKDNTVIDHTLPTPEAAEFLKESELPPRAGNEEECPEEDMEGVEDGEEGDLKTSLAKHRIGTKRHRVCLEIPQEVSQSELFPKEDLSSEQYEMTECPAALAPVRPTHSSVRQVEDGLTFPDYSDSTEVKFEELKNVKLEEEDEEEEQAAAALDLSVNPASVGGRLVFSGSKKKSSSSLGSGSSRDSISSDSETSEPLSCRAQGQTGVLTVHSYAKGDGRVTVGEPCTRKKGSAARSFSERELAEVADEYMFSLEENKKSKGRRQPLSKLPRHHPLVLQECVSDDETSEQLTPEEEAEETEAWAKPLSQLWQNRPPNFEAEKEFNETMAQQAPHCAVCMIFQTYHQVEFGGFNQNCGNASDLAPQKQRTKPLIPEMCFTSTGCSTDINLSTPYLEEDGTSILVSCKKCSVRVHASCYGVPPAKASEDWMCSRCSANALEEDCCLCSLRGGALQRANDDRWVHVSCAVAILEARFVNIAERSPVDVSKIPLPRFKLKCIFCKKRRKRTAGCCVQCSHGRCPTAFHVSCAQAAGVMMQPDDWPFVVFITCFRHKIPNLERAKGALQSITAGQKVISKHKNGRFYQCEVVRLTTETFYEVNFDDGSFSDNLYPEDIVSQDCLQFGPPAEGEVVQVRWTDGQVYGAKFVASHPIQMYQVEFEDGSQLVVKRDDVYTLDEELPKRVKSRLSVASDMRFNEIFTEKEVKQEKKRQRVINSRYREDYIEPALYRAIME
PI4K2A block: blocks human PI4K2A kinase activity; 420,000 compounds, 0.13% hits; activity change, negative = inhibition, % at 76.9 µM; Q9BTU6; purified PI4K2A, ADP-Glo luminescence, 1 h; hits give low values; AID 1346378; in the data active means activity change below about -50%; inconclusive means mostly about -30% to -49%;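 further: -100% = wells without enzyme as full effect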
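PI4K2A activity was measured by ADP-Glo luminescence: enzyme (4 ug/mL stock) and phosphatidylinositol (1.2 mM stock) in Tris pH 7.5/MgCl2/EGTA/Triton X-100 buffer were reacted with ATP (300 microM stock) for one hour at ambient temperature.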
Pin1 inhibitor: human Pin1 inhibition | Pin1 FP peptide displacement, HiFluor488, 10 min | Q13526 | 390,000 compounds, 0.009% hits | Potency, µM (top dose mostly 115 µM), for inactives: at the top dose activity, negative = inhibition, actives largely listed as inhibitors | AID 504891; active means well fitted inhibition curve with a large enough effect in the polarisation, with a control signal flat, not every such curve was filed as active; inconclusive means small, poorly fitted or top-dose-only effect, or effect the other way, or a change in a side signal; inactive means no such curve, though single readings can be large or run the other way; the % refers to the polarisation; further: potency means the concentration at half of the fitted maximal effect; on the % scale 0 is the no-effect control and ±100 the full control effect
PGK inhibitor: inhibitors of T. brucei phosphoglycerate kinase; P07378; Potency, µM (highest dose often 57.5 µM), for the others: top-dose activity change, negative = inhibition, most hits filed as inhibitors; 380,000 compounds, 0.043% hits; PGK/GAPDH coupled, Kinase-Glo luminescence, 60 min; further: potency means the concentration at half of the fitted maximal effect; on the % scale 0 is the no-effect control and ±100 the full control effect; nearly all actives have a fitted effect of over 60% in size
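Luminescent ATP detection (Kinase-Glo Plus) follows a 60-minute room-temperature incubation, with wells lacking PGK as controls. Buffer: 100 mM TEA (pH 7.6), 5 mM MgCl2, 0.01% Tween-20. Coupling enzyme GAPDH (100 nM final) supplies unstable 1,3-BPG in-well.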
BAZ2B block: blocks human BAZ2B; Q9UIF8; AlphaScreen BAZ2B-H3K14Ac peptide displacement; Potency, µM (titrated, usually from 114 µM), inactives show at the highest dose activity change, negative = inhibition, hits mostly inhibitors; 360,000 compounds, 4.4% hits; AID 504333; further: potency means the concentration at half of the fitted maximal effect; on the % scale 0 is the no-effect control and ±100 the full control effect; nearly all actives have a fitted effect of over 60% in size
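Complex of BAZ2B and biotin-H3K14Ac (50 nM apiece) forms over 30 min at RT, then faces library compounds up to 110 uM for another 30 min; AlphaScreen beads added, 20 min dark incubation, luminescence read.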
G9a block: G9a (human) methyltransferase inhibition; Q96KQ7; G9a H3K9 monomethylation, AlphaScreen, 2 h; Potency, µM (top dose mostly 102 µM), without a hit: top-dose activity, negative = inhibition, most hits filed as inhibitors; 350,000 compounds, 8.8% hits; AID 504332; further: potency means the concentration at half of the fitted maximal effect; on the % scale 0 is the no-effect control and ±100 the full control effect; nearly all actives have a fitted effect of over 75% in size
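G9a (20 nM) preincubated 15 min RT with compounds, then 500 nM biotinylated H3K9 peptide and 20 uM SAM added; 2 h RT reaction. Monomethyl-H3K9 product detected by AlphaScreen with anti-H3K9me1 antibody, streptavidin donor and anti-rabbit IgG acceptor beads.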
Pol eta inh: DNA polymerase eta (human) inhibition. 390,000 compounds, 1.2% hits. recombinant Pol eta, fluorescent DNA replication assay. Potency, µM (doses to about 114 µM), for inactives: at the highest dose activity change, negative = inhibition, hits mostly inhibitors. Q9Y253. AID 588591; further: potency means the concentration at half of the fitted maximal effect; on the % scale 0 is the no-effect control and ±100 the full control effect
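Pol eta (10 nM) was preincubated with compounds for 15 min at room temperature, after which fluorescent replication substrate (50 nM final) was added to start the reaction. Fluorescence was read kinetically at 0 and 10 min.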
HP1b chromo inh: inhibitors of HP1-beta chromodomain binding to methylated histone tails. P83916. AlphaScreen HP1-beta / biotin-H3K9me3 peptide binding. Potency, µM (highest dose often 114 µM), for inactives: at the top dose activity change, negative = inhibition, hits mostly inhibitors. 390,000 compounds, 0.56% hits. AID 540317; further: potency means the concentration at half of the fitted maximal effect; nearly all actives have a fitted effect of over 70% in size; inactives centre near 23
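AlphaScreen: HP1-beta (50 nM) preformed 30 min with biotin-H3(1-18)K9me3 peptide (50 nM) in PBS pH 7.4, 0.01% Tween-20. Compound added for 30 min at RT, then streptavidin donor/nickel chelate acceptor beads (10 ug/mL) for 30 min.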
An asterisk follows results filed as active; i = inactive; ? = inconclusive; nt = not tested or not shown; & = joins results of further samples; [ ] = dose if it differs, or a comment. Unless noted, the call rests on the fitted dose curve; in most records, active means well fitted curve in the direction sought with a large enough effect; inconclusive means small, poorly fitted or top-dose-only effect, or another doubt; inactive means no such curve, though single readings can be large; an effect the other way counts as inactive or inconclusive. Not all compounds are listed; rates above refer to the full screens.

SMILES	GLS inh	JMJD2A Tudor	PI4K2A block	Pin1 inhibitor	PGK inhibitor	BAZ2B block	G9a block	Pol eta inh	HP1b chromo inh
CCC(=O)N(Cc1cc2cc(C)c(C)cc2[nH]c1=O)C1CCCCC1	3%	10%	-2	1%	-10%	-6%	-36%	-19%	47%
CCOC(=O)CC(=O)Nc1ccccc1C(=O)O	0%	-12%	-5	-3%	-3%	0%	?	-7%	37%
CCOc1ccc2nc(SCC(=O)Nc3cc4c(cc3C(C)=O)OCO4)[nH]c2c1	3%	-27%	-1	18%	0%	?	20%[0.501 µM]	0%	24%
CCOc1ccccc1/C=C\c1nc(O)c([N+](=O)[O-])c(=O)[nH]1	2%	13%	-2	?	-2%	-17%	-10%	?	22%
CCNC(=O)/C(C#N)=C/c1c(N(Cc2ccccc2)Cc2ccccc2)nc2ccccn2c1=O	18%	?	1	?	-14%	-11%	-1%[59 µM]	?	-26%
COc1ccc(NC(=O)NCc2ccncc2)c(OC)c1	nt	6%	0	-7%	-9%	1%[57.1 µM]	26%	-6%	17%
O=C(NNC(=O)c1ccc(Cl)cc1Cl)Nc1ccccc1	13%	-13%	-2	-6%	-7%	2%	7%[59 µM]	-7%	23%
Cc1cc(C)nc(NS(=O)(=O)c2ccc(NC(=O)Nc3ccccc3F)cc2)n1	3%	3%	-3	0%	-10%	-3%	nt	0%	32%
O=C(Nc1ccc2c(c1)OCO2)c1cccs1	7%	-3%	-13	-2%	-13%	-34%	?	2%	3%
O=c1nc(-c2ccccc2)c2ccccc2[nH]1	4%	-3%	5	-7%	0%	8%	-1%	-19%	14%
COc1ccccc1-n1c(=S)[nH]c2c(sc(=S)n2-c2ccc(C)cc2C)c1=O	-1%	50µM*	-8	0%	-3%	?	7.9µM*	-5%	-24%
CC1(C)COC(c2coc3ccccc3c2=O)OC1	4%	-2%	-1	-1%	-3%	11%	14%[59 µM]	-14%	14%
CCNC(=O)N1CCCC(C(=O)c2ccc(C(F)(F)F)cc2)C1 (stereo not given)	-4%	9%	-1	1%	-8%	6%	22%	-6%	35%
Cc1ccc(-n2nc(C)c3c(C)c(CCC(=O)NC(C)c4ccccc4)c(C)nc32)cc1 (stereo not given)	3%&0%	-8%&0%	-6&-5	2%&-2%	-3%&-8%	-11%&0%	-25%[59 µM]	-9%&-13%	30%&58%
COc1ccc(CN(C)Cc2nc(Cc3cccc(F)c3)no2)c2cccnc12	4%	-8%	5	-4%	5%	-4%	nt	3%	11%
CCN(CC)C(=O)[C@H]1CC(CC(=O)NC(C)(C)C)C(=O)N2CCc3c([nH]c4ccccc34)[C@]12C (stereo not given in full)	1%	-10%	4	-1%	0%	nt	nt	-11%	46%[activator]
COc1cccc(CNC(=O)C2CCCN(c3ncnc4onc(-c5ccc(F)cc5)c34)C2)c1 (stereo not given)	2%	?	2	-1%	-7%	10%[57.1 µM]	-5%[59 µM]	-19%	34%
CCOc1nc(NC(=O)NS(=O)(=O)Oc2ccc(Cl)cc2)nc(-c2ccccc2)n1	6%	0%	-2	-6%	0%	-22%	-8%[59 µM]	-14%	20%
COc1ccc(C2=NOC(C(=O)N(C)Cc3ccccc3)C2)cc1 (stereo not given)	-3%	4%	2	-3%	-7%	nt	-4%	-24%	38%[activator]
O=C(/C=C/c1cccs1)NC1CCCC1	0%	-3%	2	5%	-3%	-14%	-8%	12%	3%
COC(=O)[C@H](Cc1ccccc1)NC(=O)Cn1cnc2c(NCc3ccccc3)ncnc21	-3%	-13%	-1	-10%	-6%	nt	nt	1%	18%
CN(C)S(=O)(=O)c1cccc(C(=O)Nc2ccccc2Cl)c1	6%	-14%	5	-5%	-2%	2%	8%	3%	22%
CC1=[N+](CC(=O)c2ccccc2)CCn2cccc21	-1%	-17%	-4	8%	-7%	-29%	32µM*	-17%	33%
COC(=O)CSc1ncnc2c1sc1nc3c(cc12)COC(C)(C)C3	-4%	-19%	-3	7%	-5%	?	-34%	-5%	47%[activator]
Cc1ccc(N)c2c1OCCC2=O	13%	-17%	-1	0%	-3%	0%	20%[59 µM]	-4%	14%
C/C(=N\NC(=O)c1ccc(O)cc1)c1ccc2c(c1)OCCO2	9%	-9%	-1	-1%	8%	9%	22%[12.7 µM]	4%	42%[activator]
CCN1CCN(c2cc(C)c3cc(NC(=O)c4cccnc4Cl)ccc3n2)CC1	36%[activator]	-28%	4	7%	-7%	-4%	?	-14%	-9%
Cc1cc2cc(CNC(=O)Cc3ccc([N+](=O)[O-])cc3)ccc2n1C	-14%	-11%	4	-2%	1%	-16%	?	10%	13%
Cc1nn(CC(=O)Nc2ccc(Cl)cc2Cl)c(=O)c2ccccc12	1%	-11%	3	28%	-3%	-28%	-1%	4%	21%
CCC1=NN2C(=N)/C(=C\c3cccn3-c3ccc(OC)cc3)C(=O)N=C2S1	3%	79µM*	-3	-1%	-9%	32µM*	?	-19%	-12%
C[C@H]1CN([C@@H](C)CO)C(=O)c2cc(-c3ccccc3F)cnc2O[C@@H]1CN(C)C(=O)NC1CCCCC1	-8%	nt	2	nt	-7%	nt	nt	-16%	nt
COc1ccc(CCNC(=O)CSc2nc3ccccc3o2)cc1	-14%	12%	-11	-5%	-6%	-2%	0%	-18%	46%[activator]
CC(c1ccccc1)n1cc2c(c1-c1ccccc1Br)c(=O)n(C)c(=O)n2C (stereo not given)	5%	?	0	6%	1%	?	-44%[59 µM]	-7%	-9%
CC1CCN(S(=O)(=O)c2ccc(NC(=O)CN3CCOCC3)cc2)CC1	-4%	-7%	-2	-1%	9%	-4%	?	-21%	23%
Cc1c(NC(=O)c2ccc(Cl)c(S(=O)(=O)N3CCCCC3)c2)c(=O)n(-c2ccccc2)n1C	1%	5%	3	1%	-9%	-6%	-5%	-11%	31%
O=C(CSc1nc2ccccc2c(=O)n1CC1CCCO1)N1CCN(c2ccccc2)CC1 (stereo not given)	17%	-25%	-3	4%	i	nt	nt	-10%	37%
CCCCCCn1c(CN2CCC(C)CC2)nc2c1c(=O)n(C)c(=O)n2C	2%	-7%	0	7%	nt	10%	-8%[59 µM]	-14%	28%
S=c1[nH]nc(CCc2ccccc2)n1-c1ccc(Cl)cc1	0%	?	1	0%	2%	-27%	?	-9%	-19%
COc1ccc(Nc2ncnc3sccc23)cc1OC	5%	-18%	12	0%	i	-34%	-19%[2.33 µM]	-24%	31%
O=C(Nc1ccccc1)c1cc2ccccc2c(=O)s1	11%	-22%	-3	-1%	-9%	1%	11%[59 µM]	-15%	24%
O=C(O)CC(NC(=O)C12CC3CC(CC(C3)C1)C2)c1ccc(F)cc1 (stereo not given)	-3%	-4%	-6	2%	i	-2%	13%[0.501 µM]	-13%	38%[activator]
COc1ccccc1CN1CC(C(=O)N2CCOCC2)CCC1=O (stereo not given)	-7%	?	5	0%	i	-4%	nt	-7%	28%
CN1OC[C@@H]2C(=O)N3CCc4c([nH]c5ccccc45)[C@@H]3C[C@@H]21	-4%	nt	-3	nt	0%	nt	nt	-7%	nt
COC(=O)Cc1c(O)ccn(CCc2ccc(S(N)(=O)=O)cc2)c1=O	3%	-2%	-2	-10%	-1%	17%	2%	0%	44%[activator]
CCC(=O)N1CCN(c2cc(N3CCN(C)CC3)c(F)cc2[N+](=O)[O-])CC1	1%	-19%	2	-1%	-9%	-5%	8%[59 µM]	-3%	22%
CC(C)OC(=O)N(C)C[C@@H]1OCc2cnnn2CCCC(=O)N([C@@H](C)CO)C[C@@H]1C	-3%	nt	2	nt	-13%	nt	nt	-2%	nt
O=C1CC(SCCc2nc3ccccc3[nH]2)C(=O)N1c1ccc(Cl)cc1 (stereo not given)	10%	-7%	-12	0%	-1%	0%	-49%	-6%	40%[activator]
O=c1c2[nH]c3ccccc3c2nc(SCc2ccccc2F)n1-c1ccc(F)cc1	-4%	-11%	-3	-7%	1%	9%	7%[59 µM]	-4%	14%[57 µM]
CN=C1SC(CC(=O)Nc2ccccc2F)C(=O)N1/N=C/c1ccc(O)c(OC)c1 (stereo not given)	1%	-3%	7	-11%	-7%	-10%	-6%	-15%	43%[activator]
COc1cc(F)cc(-c2ccc3c(c2)c(-c2cccs2)c(-c2cc(OC)cc(OC)c2)n3C)c1	-9%	-5%	3	?	-9%	-3%	6%[0.501 µM]	-13%	38%
CC(=O)C1C(c2ccc(O)cc2)NC(=O)NC1(O)C(F)(F)F (stereo not given)	11%	-3%	-1	-8%	-3%	8%	25%[59 µM]	-6%	41%[activator]
COc1ccc(N2CCN(C(=O)CN3c4cccc5cccc(c45)S3(=O)=O)CC2)cc1	24%	-24%	-1	4%	-5%	nt	nt	-17%	15%
CSc1nc2ccccc2n1CC(=O)Nc1ccc(C)c(C)c1	8%	-15%	3	2%	i	1%	13%	-8%	16%
CCOC(=O)N1CCN(Cc2nc(-c3ccccc3)no2)CC1	7%	-4%	-2	-1%	-1%	10%	13%[12.7 µM]	14%	47%[activator]
CCCc1[nH]n(-c2nc3ccccc3s2)c(=O)c1C=NCCCOC	9%	-15%[11.4 µM]	-2	-20%	1%	-12%	nt	33%[activator]	55%[activator]
O=C1/C(=C\c2cccs2)Sc2ccc3ccccc3c21	0%	?	2	?	-3%	?	7.9µM*	-16%	?
COc1ccc(N(CC(=O)NC(C)C)S(=O)(=O)c2ccc(NC(C)=O)cc2)cc1	-5%	-29%	0	-2%	-16%	-13%	1.4µM*	2%	-4%

Source: PubChem BioAssay
